Assay outcomes deposited in PubChem BioAssay by Broad Institute.
NSD2 HMT inh – NSD2 histone methyltransferase inhibitors, primary screen, biochemical, AlphaScreen, single concentration, set 2; inhibition, % at 12.5 µM; actives 0.54% (n = 310,000); Histone-lysine N-methyltransferase NSD2 (Homo sapiens), O96028; NSD2 peptide methylation, 120 min; in the data active = inhibition above about 50%
Target sequence (O96028 whole entry, looked up): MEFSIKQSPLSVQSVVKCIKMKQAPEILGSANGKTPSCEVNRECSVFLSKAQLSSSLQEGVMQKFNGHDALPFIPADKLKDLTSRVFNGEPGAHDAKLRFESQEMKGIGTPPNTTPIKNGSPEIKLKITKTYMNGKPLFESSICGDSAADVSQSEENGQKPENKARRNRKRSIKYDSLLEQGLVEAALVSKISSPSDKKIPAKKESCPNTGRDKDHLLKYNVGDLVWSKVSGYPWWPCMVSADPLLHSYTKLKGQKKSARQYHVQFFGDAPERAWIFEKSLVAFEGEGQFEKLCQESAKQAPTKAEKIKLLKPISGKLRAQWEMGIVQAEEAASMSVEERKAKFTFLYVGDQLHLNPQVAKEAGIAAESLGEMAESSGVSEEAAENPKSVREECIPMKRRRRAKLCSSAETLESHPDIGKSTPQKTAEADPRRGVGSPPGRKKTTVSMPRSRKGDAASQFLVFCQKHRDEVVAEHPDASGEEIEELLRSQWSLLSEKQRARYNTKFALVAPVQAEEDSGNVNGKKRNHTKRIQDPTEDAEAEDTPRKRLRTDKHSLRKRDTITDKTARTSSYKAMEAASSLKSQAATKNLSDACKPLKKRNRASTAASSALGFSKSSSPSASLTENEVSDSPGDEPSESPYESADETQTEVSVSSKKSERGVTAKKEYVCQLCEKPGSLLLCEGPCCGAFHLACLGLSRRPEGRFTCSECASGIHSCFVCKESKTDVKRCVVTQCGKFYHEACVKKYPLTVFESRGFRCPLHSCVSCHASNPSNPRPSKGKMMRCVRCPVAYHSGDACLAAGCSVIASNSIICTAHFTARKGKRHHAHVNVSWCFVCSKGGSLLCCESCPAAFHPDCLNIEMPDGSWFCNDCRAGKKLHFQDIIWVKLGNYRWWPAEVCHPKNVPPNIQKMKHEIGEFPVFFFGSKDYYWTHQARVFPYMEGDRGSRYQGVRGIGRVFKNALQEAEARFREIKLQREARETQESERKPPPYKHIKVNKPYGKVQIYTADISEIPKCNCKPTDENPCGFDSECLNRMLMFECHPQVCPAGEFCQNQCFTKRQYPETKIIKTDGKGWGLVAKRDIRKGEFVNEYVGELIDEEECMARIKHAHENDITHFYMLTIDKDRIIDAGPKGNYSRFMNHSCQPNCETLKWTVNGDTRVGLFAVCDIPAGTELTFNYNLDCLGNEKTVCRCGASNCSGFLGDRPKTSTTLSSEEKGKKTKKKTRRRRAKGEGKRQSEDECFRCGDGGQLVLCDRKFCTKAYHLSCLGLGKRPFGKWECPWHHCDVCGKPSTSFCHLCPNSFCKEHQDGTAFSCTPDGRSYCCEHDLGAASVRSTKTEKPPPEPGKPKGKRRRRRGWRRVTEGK
Active calls of the source: *. Only part of the results is shown. The share of hits here may be higher or lower than overall.

molecule	NSD2 HMT inh
CSc1nc(-c2ccccc2O)nc(-c2ccccc2O)n1	31.4
Cc1nc2ccc(C(=O)NC(C)(C)C)cn2c1N(C)C(=O)CCc1ccccc1	3.9
CSc1ccc(CN2CCC(C)(Oc3ccc(F)cc3)C2)cc1 (stereo unspecified)	6.9
COc1ccccc1-n1c(Cc2cccc3ccccc23)nnc1SCC(=O)O	4.7
COc1cccc(CNC(=O)CSc2ccc(-c3ccncc3)nn2)c1	-1.4
CCCNC(=O)C1(C)CCN(C(=O)c2ccc3sccc3c2)C1 (stereo unspecified)	0.7
COc1ccc(NC(=O)C2Cc3c(-c4ccco4)ccnc3O2)cc1OC (stereo unspecified)	3.7
O=C(CSc1nnc(-c2cccs2)o1)c1ccc2c(c1)OCO2	0.3
Fc1ccc(Nc2nnc(-c3ccncc3)s2)cc1Cl	-2.6
Cc1ccc(F)c(C(=O)N2CCCC(C)(C(=O)NS(=O)(=O)C3CC3)C2)c1F (stereo unspecified)	3.0
COc1cccc(-c2cnc(C(O)c3ccc(SC)cc3)[nH]2)c1 (stereo unspecified)	5.1
CC1CCN(c2ccc(C(=O)O)cc2NS(=O)(=O)c2ccc(F)cc2)CC1	-3.2
Clc1ccc(-c2csc(NCC3CCCO3)n2)cc1 (stereo unspecified)	1.2
COC(=O)COc1ccc(S(=O)(=O)Nc2cc(OC)ccc2OC)cc1	12.2
COc1ccc(C(C)C)cc1-c1ccc2nncn2c1	-0.1
CC(=NNC(N)=O)c1ccc(Cl)c(-n2cccc2)c1	-5.9
CC1(C(=O)Nc2ccc3[nH]ncc3c2)CCN1C(=O)C1(c2ccccc2)CC1 (stereo unspecified)	-1.4
COc1ccc(OC(F)(F)F)cc1CC1(C)C(=O)Nc2c(Cl)ccc(Cl)c21 (stereo unspecified)	6.9
COc1ccc(CNC(=O)c2ccc(-c3cccnc3)c3ccoc23)cc1OC	3.5
COCCN1C[C@@H](CO)O[C@@H](n2cnc3c(N4CCN(c5ccccc5)CC4)ncnc32)C1	-0.6
CN1CCCN(C(=O)C2CCN(c3ncnc4c3sc3cccc(F)c34)CC2)CC1	4.5
CC(C)(C)c1ccc(C(O)c2ncc(-c3ccccc3Cl)[nH]2)cc1 (stereo unspecified)	-3.7
NC(c1ccccc1)c1csc(NC(=O)NCC2CCCCC2)n1 (stereo unspecified)	0.7
CCCC(=O)N1CCCC1(C)C(=O)Nc1ccc2c(c1)CCN2C(C)=O (stereo unspecified)	-3.8
Cn1cccc1CC(=O)NN=C/C=C\c1ccco1	21.8
COc1ccc(C2c3c(oc4ccccc4c3=O)C(=O)N2CCCN2CCOCC2)cc1 (stereo unspecified)	1.4
COc1ccc(C(C)(NC(C)=O)c2nc(-c3cccc(C(=O)O)c3)cs2)cc1 (stereo unspecified)	-1.7
COc1cccc(NC(=O)C2(C)CCN2C(=O)CC2CC2)c1 (stereo unspecified)	-3.1
CSc1ccc(-c2cccc3nncn23)cc1	-2.3
COc1cccc(NC(=O)N2CCc3nc(Nc4cc(Cl)cc(Cl)c4)ncc3C2)c1	-0.6
Cc1ccc(C(=O)CSc2nnc(-c3ccccn3)n2-c2ccccc2)cc1	0.3
COCc1cccc(-c2csc(C(N)c3ccc(F)c(F)c3)n2)c1 (stereo unspecified)	-4.3
CSCCCNc1nc(C)nc2c1nnn2Cc1ccccc1	1.0
CCc1ccc(NC(=O)Cc2ccc(OC)cc2)cc1	-3.9
COc1cccc(-c2cc(CNC(=O)[C@@H](Cc3ccccc3)NC(=O)[C@H]3O[C@@H](n4cnc(C(N)=O)n4)[C@H](O)[C@@H]3O)no2)c1	-0.5
CC(=O)ON=C1C=CC(=C(C#N)c2ccccc2)C=C1	-2.0
COc1ccc(C(=O)N2CCCC(C)(C(=O)NS(=O)(=O)C3CC3)C2)c(OC)c1 (stereo unspecified)	-2.0
OC(c1cc(Cl)cc(Cl)c1)c1ncc(-c2ccccc2F)[nH]1 (stereo unspecified)	0.0
Cc1ccccc1CC(=O)Nc1ccc2c(c1)c(=O)n(C)n2-c1cccs1	-0.3
COc1ccc(CNC(=O)C2CCC(CNc3nc(=S)[nH]c4ccccc34)CC2)cc1 (stereo unspecified)	-0.8
CC(=O)Nc1ccc(CN(C)c2c(C)nc3ccc(C(=O)N(C)Cc4ccccc4)cn23)cc1	3.6
O=C(NCc1cccc(Cl)c1)c1ccc(-n2cncn2)c2ccoc12	2.2
CN1C(=O)/C(=C/c2cn(CC(=O)NCc3ccco3)c3ccccc23)NC1=S	-1.4
CS(=O)(=O)Nc1cccc(-c2ccc3nncn3c2)c1	-3.5
CN1CCCC1CCSc1ncccc1-c1nc2ccccc2[nH]1 (stereo unspecified)	14.6
CC(=O)c1cccc(NC(=O)C2Cc3c(-c4ccc(Cl)cc4)ccnc3O2)c1 (stereo unspecified)	4.2
O=C1C(=O)N(Cc2ccc(-c3ccc(Cl)nc3)cc2)c2ccc(OC(F)(F)F)cc21	-2.1
O=C(NCc1cc(Cl)cc(Cl)c1)c1ccc2nc(COCCO)[nH]c2c1	1.7
CN(Cc1ccccc1)C(=O)c1csc([C@H]2C[C@H](O)[C@@H](CO)O2)n1	-0.7
CCS(=O)(=O)N1CCN(C(=O)c2ccc3nc(C)c(N(C)C(=O)CCc4ccccc4)n3c2)CC1	0.3

Next part
molecule	NSD2 HMT inh
C/C(C=NNC(=O)CSc1nc2ccccc2n1Cc1ccccc1Cl)=C\c1ccccc1	8.2
COc1ccc(-c2csc(C(NC(C)=O)c3ccc(F)c(F)c3)n2)cn1 (stereo unspecified)	-0.8
Cc1cc(C(O)c2ncc(-c3cccc4ccccc34)[nH]2)ccc1F (stereo unspecified)	10.9
CC(C)C(=O)N1CCCC1(C)C(=O)Nc1ccc(-n2cccc2)cc1 (stereo unspecified)	0.9
c1ccc(CCSc2nnc(-c3cccnc3)n2Cc2ccccc2)cc1	-1.6
CC(=O)NC(c1cccc(F)c1)c1nc(-c2cccs2)cs1 (stereo unspecified)	-0.3
OC(c1cccc(Cl)c1)c1ncc(-c2cccc(C(F)(F)F)c2)[nH]1 (stereo unspecified)	0.1
O=C(NC(c1ccccc1)c1ccsc1)C1CCN(Cc2ccc(Oc3ccccc3)cc2)CC1 (stereo unspecified)	-1.2
COc1cccc(CN2CCC2(C)C(=O)Nc2ccc(Cl)c(Cl)c2)c1F (stereo unspecified)	-1.3
C[C@H](NS(=O)(=O)c1ccc([N+](=O)[O-])cc1)C(=O)NCCNC(=O)[C@@H](C)NS(=O)(=O)c1ccc([N+](=O)[O-])cc1	-2.6
COc1ccc(NC(=O)c2ccc(=O)[nH]c2)cc1S(=O)(=O)N1CCCCC1	-3.8
CC1C(=O)N(Cc2ccc([N+](=O)[O-])cc2)c2ccccc2N1C(=O)C1CC1 (stereo unspecified)	7.0
CC1(C(=O)Nc2ccc3c(c2)OCO3)CCN1C(=O)c1ccccc1 (stereo unspecified)	-1.2
CCOC(=O)Cc1ccc(Nc2nc3cc(-c4ccccc4C)sc3c(=O)n2C)cc1	-1.7
CC(=O)C[C@@H]1SC[C@H](c2ccccc2)N1S(=O)(=O)c1ccc(C)cc1	-4.5
Cc1cc(=O)n2[nH]c(-c3cccnc3)nc2n1	3.0
Cc1ccc2c(c1)N(CCCC(=O)N(C)Cc1ccc(F)cc1)C(=O)CO2	-0.2
CC1(C(=O)Nc2ccccc2)CCN1C(=O)CCc1ccc(Cl)cc1Cl (stereo unspecified)	-0.6
CCN(CC)C(=O)c1cccc(-c2csc(C(C)(O)c3ccccc3)n2)c1 (stereo unspecified)	-1.1
CC(C)(C)c1ccc(CC(=O)N2CCC2(C)C(=O)NCc2ccc3c(c2)OCO3)cc1 (stereo unspecified)	0.7
O=C1C(=O)c2cccnc2-c2ncccc21	144.8*
CC1CCN(c2ccc(C(=O)O)cc2NS(=O)(=O)c2cccc3cccnc23)CC1	1.0
CCCNC(=O)C1(C)CCN(CCOc2ccc(Cl)cc2)C1 (stereo unspecified)	5.3
COc1cccc(-c2cnc(C(O)c3ccc(F)c(F)c3)[nH]2)c1 (stereo unspecified)	4.5
CCNC(=O)C1(C)CCN(C(=O)c2c(F)ccc(C)c2F)C1 (stereo unspecified)	7.2
CC1(C(=O)NS(=O)(=O)c2cccc(Cl)c2)CCN1C(=O)CC1CC1 (stereo unspecified)	2.5
CN1CCN(CC(=O)Nc2ccc(OCc3ccccc3)cc2)CC1	4.3
COc1cccc(-c2cnc3c(NC(C)=O)cc(-c4ccncc4)cn23)c1	2.0
CC(C)CNc1ncnc2c1ncn2[C@H]1CN(Cc2ccco2)C[C@@H](CO)O1	-1.7
Cn1nc(C(C)(C)C)cc1C(=O)N1CCCC(C)(C(=O)NS(=O)(=O)C2CC2)C1 (stereo unspecified)	0.6
OCC1CSC(=S)N1Cc1ccccc1 (stereo unspecified)	-1.1
O=C1Nc2c(Cl)cccc2C1=O	125.8*
CC(O)(c1cccc(F)c1)c1nc(/C=C/c2ccccc2)cs1 (stereo unspecified)	-1.5
O=C(NCCN1CCC(Cc2ccccc2)CC1)C1CCCN(S(=O)(=O)c2ccccc2)C1 (stereo unspecified)	5.3
CC(=O)N1CCc2cc(S(=O)(=O)NC3CCN(C(=O)OCc4ccccc4)CC3)ccc21	-2.9
CCCC(=O)N1CCC1(C)C(=O)NS(=O)(=O)c1ccccc1 (stereo unspecified)	-3.2
CCc1c(-c2cccc(OC)c2)ncn1CCc1ccccc1OC	5.7
Cc1cccc(C)c1NC(=O)c1csc([C@H]2C[C@H](O)[C@@H](CO)O2)n1	-0.3
CC(=O)Nc1ccc(C(=O)N2CCCC(c3cc(C(=O)NCc4ccc(F)cc4)no3)C2)cc1 (stereo unspecified)	-0.5
CC(=O)c1ccc(Nc2nc(C(N)CCc3ccccc3)cs2)cc1 (stereo unspecified)	1.9
O=C(Nc1ccnc(-c2cccnc2)n1)c1ccc(F)cc1	-3.1
COc1cc(C(=O)N2CCC2(C)C(=O)O)cc(OC)c1OC (stereo unspecified)	-1.8
COc1ccc(OC)c(S(=O)(=O)N2CCCCC2C(=O)N2CCN(c3ccccc3F)CC2)c1 (stereo unspecified)	-1.2
CNc1cncc(-c2ccc(O)cc2C)n1	2.7
C=CCNc1ncnc2c1ncn2[C@H]1CN(CCOC)C[C@@H](CO)O1	-1.4
CCN(C)C(=O)CNc1nnnn1-c1ccccc1	-2.3
COCCCNC(=O)C1CCN(S(=O)(=O)c2ccc3[nH]c(=O)oc3c2)CC1	-2.8
COc1cc(NC(=O)Cn2cnc3sc(C)c(S(=O)(=O)N4CCN(C)CC4)c3c2=O)cc(OC)c1OC	28.5
CC(=O)Nc1ccc(CN2CCC2(C)C(=O)NC2CCN(Cc3ccccc3)CC2)cc1 (stereo unspecified)	-3.1
CCOc1ccc(-n2c(SCC(=O)Nc3cc(C)c(NC(=O)c4ccccc4)cc3OC)nnc2-c2ccncc2)cc1	-3.2

The results go on:
molecule	NSD2 HMT inh
COC(=O)c1cc2c(c3c4ccccc4n(S(=O)(=O)c4ccc(OC)cc4)c13)C(=O)N(Cc1ccccc1OC)C2	-0.2
Cc1ccc(C)c(NC(=O)[C@@H]2CCCN2S(=O)(=O)c2cccc3cccnc23)c1	-2.3
CC1(C(=O)NS(=O)(=O)c2ccccc2)CCN1C(=O)C1(c2ccc(Cl)cc2)CC1 (stereo unspecified)	5.5
Cc1cc2c(s1)c1cnn(Cc3ccc(F)cc3F)c(=O)c1n2C	-1.1
CCSc1ccc(-c2cc(NC=O)c3ncc(-c4cccc(C(=O)N(C)C)c4)n3c2)cc1	-0.9
O=c1cc(COc2ccccc2[N+](=O)[O-])nc2sccn12	0.7
O=C(NCc1cc(Cl)cc(Cl)c1)c1csc([C@@H]2C[C@H](O)[C@@H](CO)O2)n1	-1.3
Cc1ccc(S(=O)(=O)NC(=O)ON=Cc2ccc3c(c2)OCO3)cc1	0.0
O=C(Cc1ccccc1)Nc1nnc(-c2cccnc2)s1	-1.5
CC1(C)CC2(CC(c3ccccc3)Oc3cc(O)ccc32)NC(=O)N1 (stereo unspecified)	1.1

The last three records of the section before come first, to join the parts.
molecule	NSD2 HMT inh
Cc1ccc(S(=O)(=O)NC(=O)ON=Cc2ccc3c(c2)OCO3)cc1	0.0
O=C(Cc1ccccc1)Nc1nnc(-c2cccnc2)s1	-1.5
CC1(C)CC2(CC(c3ccccc3)Oc3cc(O)ccc32)NC(=O)N1 (stereo unspecified)	1.1
COCc1cc(N2CCN(C(=O)OC(C)(C)C)C[C@H]2C)ccc1N1CCN(Cc2ccccc2)[C@@H](C)C1	4.1
CC(C)CNC(=O)C1(C)CCCCCN1Cc1ccccc1-c1ccccc1 (stereo unspecified)	-1.0
CCCS(=O)(=O)NC(=O)C1(C)CCCN(C(=O)c2ccc(C#N)cc2)C1 (stereo unspecified)	0.3
O=C1C(=Cc2ccccc2Cl)CCc2ccccc21	-6.5
Cc1cc(C)cc(C(O)c2ncc(-c3ccccc3Cl)[nH]2)c1 (stereo unspecified)	3.7

A second format for part of the listing above.
> CC(=O)Nc1ccc(CN2CCC2(C)C(=O)NC2CCN(Cc3ccccc3)CC2)cc1 (stereo unspecified)
  NSD2 HMT inh: -3.1

> CCOc1ccc(-n2c(SCC(=O)Nc3cc(C)c(NC(=O)c4ccccc4)cc3OC)nnc2-c2ccncc2)cc1
  NSD2 HMT inh: -3.2

> COC(=O)c1cc2c(c3c4ccccc4n(S(=O)(=O)c4ccc(OC)cc4)c13)C(=O)N(Cc1ccccc1OC)C2
  NSD2 HMT inh: -0.2

> Cc1ccc(C)c(NC(=O)[C@@H]2CCCN2S(=O)(=O)c2cccc3cccnc23)c1
  NSD2 HMT inh: -2.3
